Source: PubChem
P. falciparum M17LAP: P. falciparum M17LAP inhibitors, primary screen, biochemical, fluorogenic H-Leu-NHMec substrate, 1536-well (AID 1619); recombinant M17LAP, H-Leu-NHMec fluorogenic kinetic assay; higher % means a stronger effect; one-dose inhibition, % at 30 µM; IC50 in µM for titrated hits; hit rate 0.38% among 220,000;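 active = compound inhibiting the enzyme by more than half at any dose during confirmatory dose-response retesting; inconclusive = strong single-dose inhibitors picked by rank but not retested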;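 note: plate controls were full reaction with DMSO carrier for no effect and no enzyme background for full effect; strong numbers were not always called active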
ER stress rescue: protection against thapsigargin-triggered cell killing – 384-well, CSM14.1, ATP luminescence, primary screen (AID 1222); cellular ATP content (survival), % at 20 µM; hits with a dose series show EC50 in µM; CSM14.1 thapsigargin-induced death rescue, ATP luminescence; higher % means a stronger effect; 190,000 tested, under 10 active;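 active = EC50 below 50 µM in the dose-response confirmation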;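 note: death triggered by thapsigargin at about 15 µM added after 2 h compound pretreatment; cell ATP read after overnight thapsigargin exposure of roughly 18 to 22 hours; normalized against plate controls of thapsigargin alone and 5% DMSO vehicle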
LYP phosphatase: inhibitors of LYP phosphatase, biochemical, fluorescence intensity, uHTS (AID 1779). hit rate 0.054% among 290,000. recombinant LYP phosphatase, fluorescence intensity; higher % means a stronger effect. inhibition, % at 11.5 µM; hits with a dose series show IC50 in µM;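 note: plate controls were vehicle with enzyme for no effect and no enzyme for full effect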
Myeloid diff 2: promotes myeloid progenitor differentiation. ER-HoxA9 myeloid progenitors, lysozyme-GFP differentiation, flow cytometry. calls only at 10 µM. hit rate 1% among 360,000;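 active = normalized GFP-positive differentiation at or above the plate's own cutoff, the solvent-only control mean plus 3 SD; inconclusive = no clear call, values can overlap the other calls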;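 note: cells exposed to compound for four days before flow analysis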
PMI inhibition: MPI inhibition at elevated mannose 6-phosphate – biochemical, fluorescence intensity, high mannose 6-phosphate, primary screen (AID 1220); hit rate 0.66% among 190,000; recombinant PMI enzyme, coupled fluorescence intensity; higher % means a stronger effect; inhibition, % at 20 µM, or IC50 in µM where a hit was titrated
PMI inhibitors: MPI enzyme activity inhibition – biochemical, fluorescence intensity, coupled assay, primary screen (AID 1209); purified PMI enzyme, coupled fluorescence intensity; higher % means a stronger effect; inhibition, % at 20 µM; hits with a dose series show IC50 in µM; hit rate 0.42% among 190,000;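 note: plate controls were DMSO vehicle for no effect and wells lacking substrate for full effect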
XIAP antagonists: XIAP antagonists, biochemical, IAP family, fluorescence polarization (AID 1018). XIAP BIR domain, fluorescence polarization peptide displacement; higher % means a stronger effect. one-dose displacement, % at 20 µM; IC50 in µM for titrated hits. hit rate 0.007% among 200,000; in the data active = displacement above about 50%; note: a part of the inactive calls stands beside numbers as strong as those of hits
P. falciparum M1AAP: P. falciparum M1AAP inhibitors, biochemical, fluorogenic H-Leu-NHMec substrate, 1536-well (AID 1445). recombinant M1AAP, H-Leu-NHMec fluorogenic kinetic assay; higher % means a stronger effect. inhibition, % at 30 µM, or IC50 in µM where a hit was titrated. hit rate 0.42% among 220,000;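 active = primary inhibition above the hit cutoff, then over 50% inhibition at one or more dose response concentrations, cut at about 23% in these data, passing the limit was not always enough; inconclusive = conflicting primary data, or primary hits not chosen for dose response; inactive = low primary inhibition, or under 50% at every dose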;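 note: plate controls were DMSO full reaction for no effect and no enzyme background for full effect; strong numbers were not always called active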
TNAP activation fold: stimulation of alkaline phosphatase TNAP activity – biochemical, luminescent, no phosphate acceptor, uHTS, primary screen (AID 1001) | purified TNAP, luminescent activation assay, no phosphate acceptor; higher activation fold means a stronger effect | activation fold at 20 µM, or EC50 in µM where a hit was titrated | hit rate 0.03% among 200,000; in the data active = activation fold from about 3, or a potency from the dose series; inactive = the rest, 99 in 100 with activation fold below about 1.6; note: many of its hits are not listed in these tables
Myeloid diff 2 GFP+ MAC1+ %: further read-out of Myeloid diff 2, marked with its call; GFP+ MAC1+ double positive, %; measured here: differentiation confirmed by MAC1 staining
The depositor's hits bear a star; i = inactive; ? = inconclusive; . = not tested or not shown; + = active, no number. Cut-off read from the data, not from the text of the source, unless noted: active = inhibition above about 50%; inactive = the rest.

SMILES	P. falciparum M17LAP	ER stress rescue	LYP phosphatase	Myeloid diff 2	Myeloid diff 2 GFP+ MAC1+ %	PMI inhibition	PMI inhibitors	XIAP antagonists	P. falciparum M1AAP	TNAP activation fold
N#Cc1nc(Cc2ccccc2)oc1N1CCCC1	0%	-1.0%	-7%	i	0.3	-3%	-8%	-6.8%	-1%	1.1
CC(=O)c1ccc2c(c1)C1C=CCC1C(C(=O)O)N2 (stereo not drawn)	41%	-1.5%	3%	i	0.3	-62%	-64%	-5.0%	14%	1
Cc1occc1C(=O)Nc1cccc(C(F)(F)F)c1	10%	12%	-2%	i	0.4	12%	10%	-2.9%	1%	1.1
COc1ccc(C2N(c3cc(Cl)ccc3OC)C(=O)C3CCCN32)cc1OC (stereo not drawn)	1%	0.7%	-6%	i	2.1	13%	0%	-6.4%	5%	1.1
Cc1cc(C)c2cc(CN(CCO)C(=O)Nc3ccc(F)cc3)c(=O)[nH]c2c1	3%	.	0%	i	0.9	8%	9%	-4.7%	3%	1.1
COC(=O)COc1ccc(-n2cnnn2)cc1	-2%	0.4%	-10%	i	0.8	13%	10%	-3.8%	-6%	1
COc1ccc(CNC(=O)C2CCC(=O)N2C(C)C)c(OC)c1 (stereo not drawn)	5%	.	-8%	i	1.0	.	.	.	3%	.
NC(=O)Nc1cc(Cl)ccc1Cl	-8%	.	-15%	i	0.1	.	.	.	0%	.
Cc1ccc(S(=O)(=O)N/N=C/c2ccc(C(=O)O)cc2)cc1	5%	-0.7%	-2%	i	0.7	-34%	-34%	-26%	1%	1
CN1C(=O)CSc2ccc(NC(=O)NCc3cccnc3)cc21	-7%	-1.8%	-2%	i	7.2	-6%	-1%	-5.6%	-22%	1.2
CCc1cc(=O)oc2cc(OCC(=O)N3CCc4ccccc43)ccc12	.	3.5%	-5%	.	.	0%	-6%	-2.6%	.	1.1
CC1(C)CC(=O)C(N=Nc2cc(Cl)c(Cl)c(Cl)c2)=C(O)C1	-1%	1.7%	2%	i	0.3	-3%	0%	-1.4%	7%	1.1
COc1cccc(NC2=CC(=O)CC(C)(C)C2)c1	-34%	1.7%	-1%	i	4.8	0%	4%	1.2%	15%	1.1
Cc1cc(-c2csc(N)n2)c(C)n1-c1ccc(Cl)c(Cl)c1	-6%	-3.1%	-1%	i	1.5	-68%	-43%	-4.5%	1%	1.2
Cc1nnc(SCC(=O)N/N=C/c2ccc(-c3ccc(C)c(Cl)c3)o2)s1	4%	-0.7%	7%	i	1.2	4%	11%	-0.3%	4%	1
CCc1c(C)nc(SC(C(=O)O)c2ccccc2)c(C#N)c1C (stereo not drawn)	-17%	2.7%	2%	i	0.8	-2%	-6%	-2.0%	-1%	1.1
CCOc1ccc(OCC)c(NC(=O)CCn2c(=O)oc3ccccc32)c1	7%	0.2%	-2%	i	0.6	3%	7%	-4.6%	2%	1.1
c1ccc2[nH]c(-c3cscn3)nc2c1	0%	-3.6%	-1%	i	0.6	-5%	-4%	-2.2%	3%	1.1
c1ccc(-c2csc3nnc(SCc4ccc5c(c4)OCO5)n23)cc1	-2%	.	0%	+	12*	9%	16%	-11%	-1%	1.1
CCCOc1ccccc1NC(=O)c1c(-c2ccccc2)noc1C	6%	-2.2%	-1%	i	4.5	13%	10%	-2.7%	-3%	1.2
COc1cccc(Nc2nc3ccccc3c(=O)[nH]2)c1	2%	6.8%	-5%	i	0.0	-7%	-12%	-12%	1%	1.1
O=C(NC(=S)Nc1cccc(S(=O)(=O)NC2=NCCC2)c1)c1cc(-c2ccco2)nc2ccccc12	20%	.	8%	i	1.1	.	.	.	20%	.
Cc1ccccc1C(=O)NC1CCN(CC(=O)NCc2ccc(F)cc2)CC1	0%	-1.4%	-6%	i	0.4	1%	3%	-3.8%	3%	1.1
COc1ccc(-c2cc(C(=O)NCCCn3ccnc3)no2)cc1	0%	-0.2%	-7%	i	0.1	8%	2%	-8.9%	2%	1
COc1c(Cl)cc(Cl)cc1C(=O)Nc1ccc(CN2CCCCC2)cc1	2%	-1.5%	0%	i	0.0	-2%	-4%	-1.7%	7%	1.1
Cc1ccc(CCNC(=O)C2CCN(c3nn4c(=O)cc(C)nc4s3)CC2)cc1	19%	3.4%	-8%	i	0.8	0%	0%	0.0%	6%	1.1
COc1ccc2c(C=O)c[nH]c2c1	2%	-2.3%	-6%	i	0.4	18%	14%	-32%	8%	1.2
O=C(CSc1cccs1)Nc1ccc(Cl)cc1	-5%	.	-6%	i	0.4	.	.	.	-1%	.
O=C(NCc1ccccc1Cl)C(=O)c1c[nH]c2ccccc12	-2%	0.1%	5%	i	0.4	-2%	2%	2.1%	4%	1
O=C(c1nnsc1S(=O)c1ccc(Cl)cc1)N1CCOCC1 (stereo not drawn)	6%	-2.4%	-3%	.	.	2%	-12%	-11%	-4%	1
CCN(CC)C(=O)C1CCCN(c2ncnc3c2cnn3-c2cccc(C)c2)C1 (stereo not drawn)	7%	0.5%	-3%	i	0.2	12%	9%	-1.2%	5%	1.1
COc1ccc(NC(=O)c2n[nH]c(=O)c3ccccc23)cc1S(=O)(=O)N1CCCCC1	2%	2.8%	-5%	i	0.1	1%	10%	-4.6%	-2%	1
COc1cccc(C(=O)Oc2cc(N)n(S(=O)(=O)c3ccc(C)cc3)n2)c1OC	5%	0.7%	4%	i	1.1	2%	4%	-4.6%	?	1
CC1(C)C2CCC1(CS(=O)(=O)N1CCC(C(=O)O)CC1)C(=O)C2 (stereo not drawn)	-6%	.	-2%	i	0.9	.	.	.	0%	.
CN1CCN(c2ccc(CNS(=O)(=O)c3cccc(F)c3)cc2)CC1	9%	.	-8%	i	0.9	.	.	.	4%	.
Cc1ccc(/C(O)=C2/C(=O)C(=O)N(Cc3cccnc3)C2c2ccccn2)cc1 (stereo not drawn)	37%	-0.3%	-10%	i	1.3	-1%	9%	-5.9%	6%	1.1
CC(=O)Oc1ccc(-c2cccc(C(=O)NCCO)c2)cc1	1%	-0.7%	-6%	i	0.3	-21%	-14%	-5.3%	7%	1.1
CN(/N=C/C=C/c1ccccc1)C1=NS(=O)(=O)c2ccccc21	5%	-1.6%	-2%	i	0.1	-7%	5%	-1.8%	-1%	1.1
CC1C(=O)O[C@@H]2C[C@@H](C)[C@@H]3CCC(=O)[C@@]3(C)[C@@H](O)[C@H]12 (stereo partly drawn)	7%	.	-2%	i	0.4	.	.	.	-5%	.
O=C(O)C1=C[C@@H](c2csc3ccccc23)C[C@@H](OCc2ccc(CO)cc2)O1	-3%	3.9%	-5%	i	4.2	0%	0%	-3.0%	2%	1.1
COC(=O)C1=C(C)C(c2cccs2)NC(=O)N1C (stereo not drawn)	4%	0.7%	-6%	i	1.3	5%	3%	-1.0%	-13%	1.1
O=C(CCS(=O)(=O)c1cccc2nonc12)NCCc1ccccc1Cl	-5%	1.5%	0%	i	0.9	10%	11%	-1.9%	2%	1.1
Cc1nnc(SCC(=O)N2CCOCC2)s1	-7%	-0.4%	-8%	i	1.5	4%	9%	-4.5%	-1%	1
N/C(=N\OC(=O)c1ccc2ccccc2c1)c1ccc(Br)cc1	6%	-3.3%	-4%	i	0.4	-11%	-13%	-2.5%	2%	1.1
Cc1c(C)c2cc(Cl)c(O)c(CN3CCCC(C)C3)c2oc1=O (stereo not drawn)	i	-4.1%	-26%	i	1.8	16%	24%	-12%	43µM*	1.2

An excerpt from above, reduced to XIAP antagonists:
structure	XIAP antagonists
CC(=O)Oc1ccc(-c2cccc(C(=O)NCCO)c2)cc1	-5.3%
O=C(O)C1=C[C@@H](c2csc3ccccc23)C[C@@H](OCc2ccc(CO)cc2)O1	-3.0%

The list goes on:
SMILES	P. falciparum M17LAP	ER stress rescue	LYP phosphatase	Myeloid diff 2	Myeloid diff 2 GFP+ MAC1+ %	PMI inhibition	PMI inhibitors	XIAP antagonists	P. falciparum M1AAP	TNAP activation fold
CC(=O)Nc1ccc(S(=O)(=O)NCC(CCC(=O)O)C(F)(F)F)cc1 (stereo not drawn)	7%	.	-3%	i	0.5	-8%	-5%	-2.8%	1%	1.1
CCOC(=O)c1ccccc1N/C=C1\CCCCC1=O	6%	2.0%	4%	i	2.9	-12%	-5%	2.0%	7%	1.1
CCCCCC(=O)Nc1ccc(S(=O)(=O)Nc2nccnc2OC)cc1	-1%	0.7%	3%	i	7.7	-8%	-7%	-1.8%	13%	1.1
CCOC(=O)CN1C(=O)C(Sc2n[nH]c(-c3ccccc3)n2)CCc2ccccc21 (stereo not drawn)	17%	4.5%	-5%	i	4.7	1%	5%	-3.2%	-6%	0.9
CCCN(CC(=O)Nc1ccc(OC)c(OC)c1)CC(=O)Nc1ccc(F)c(F)c1F	11%	0.1%	-9%	.	.	11%	3%	-4.1%	1%	1
CCSc1nnc(NC(=O)/C=C/c2ccco2)s1	9%	-0.9%	1%	i	0.3	-11%	-13%	-6.2%	9%	1.1
O=C(Nc1ccc(Cl)cc1C(=O)NCC1CCCO1)c1ccc(Cl)cc1Cl (stereo not drawn)	3%	-0.2%	1%	i	0.5	11%	16%	-5.7%	5%	1.1
O=C(Nc1ccc2nccnc2c1)c1cnccn1	9%	-5.5%	-6%	i	2.9	4%	1%	-2.3%	1%	1.1
CC(=O)c1c(N2CCOCC2)nc(=S)n(Cc2ccccc2)c1C	12%	-2.4%	0%	i	1.2	2%	4%	-21%	-5%	1.1
CC/C=C/C(=O)N1CC2(CC(c3cccc(NC(=O)COc4ccc(Cl)cc4)c3)=NO2)C[C@H]1C(N)=O (stereo partly drawn)	-5%	.	-10%	i	1.2	.	.	.	1%	.
O=C1CC(c2ccccc2)CC2=C1C=Nc1ccccc1N2 (stereo not drawn)	14%	1.1%	8%	i	1.0	4%	4%	-6.1%	-3%	1.1
CCC(CO)Nc1ccc(-c2nn(C)c(=O)c3ccccc23)cc1[N+](=O)[O-] (stereo not drawn)	7%	-1.3%	1%	i	0.2	-3%	6%	-6.7%	1%	0.8
CCOC(=O)N1CCN(C(=O)c2ccc(-n3c(=S)[nH]c4ccccc4c3=O)cc2)CC1	5%	-3.3%	4%	i	11	-3%	-15%	-1.4%	2%	1.1
COc1ccc(NC(=S)NNC(=O)c2ccccc2OC(F)F)cc1	1%	-3.8%	-7%	i	10	-5%	-11%	-2.1%	10%	2.1

Grouped by structure: the compounds so far with a CF3 group.
SMILES	P. falciparum M17LAP	ER stress rescue	LYP phosphatase	Myeloid diff 2	Myeloid diff 2 GFP+ MAC1+ %	PMI inhibition	PMI inhibitors	XIAP antagonists	P. falciparum M1AAP	TNAP activation fold
Cc1occc1C(=O)Nc1cccc(C(F)(F)F)c1	10%	12%	-2%	i	0.4	12%	10%	-2.9%	1%	1.1
CC(=O)Nc1ccc(S(=O)(=O)NCC(CCC(=O)O)C(F)(F)F)cc1 (stereo not drawn)	7%	.	-3%	i	0.5	-8%	-5%	-2.8%	1%	1.1
